All columns: NCI-60 one-dose screen, growth in % after 48 h at 10 µM unless noted; 100 = growth as untreated, 0 = no growth, -100 = all killed.
786-0: 786-0 renal cancer cells. actives 5.1% (n = 81,000). AID 1794775
U251: U251 CNS tumor cells; actives 5.4% (n = 80,000)
UO-31: UO-31 renal cancer. actives 5.2% (n = 81,000)
SF-295: SF-295 CNS cancer cells | actives 5.6% (n = 79,000) | AID 1794758
DU-145: DU-145 prostate cancer. actives 4.2% (n = 81,000). AID 1794760
TK-10: TK-10 renal cancer cells. actives 3.9% (n = 81,000). AID 1794769
SF-539: SF-539 CNS cancer; actives 6.8% (n = 81,000)
PC-3: PC-3 prostate cancer cells; actives 3.9% (n = 80,000); AID 1794754
SN12C: SN12C renal cancer cells; actives 3.8% (n = 81,000); AID 1794767
Active calls of the source: *; / = no result given; & = joins results of further samples. The calls were made as follows: active = growth percent below 10; inactive = the rest.

[1] O=C(OCC1OC(n2cnc3c(=S)nc[nH]c32)C(OC(=O)c2ccc(Cl)cc2)C1OC(=O)c1ccc(Cl)cc1)c1ccc(Cl)cc1 (stereo not drawn)
[2] COc1ccc(C(=O)C(C)C(C)OC(=O)c2ccccc2C(=O)O)cc1 (stereo not drawn)
[3] O=C1Nc2cc(Cl)ccc2/C1=C/c1ccc(OCc2ccc(Cl)cc2)cc1
[4] COc1ccc2c(c1)c(-c1nc(-c3c[nH]c4c(Cl)nccc34)cs1)cn2C(=O)OC(C)(C)C
[5] Nc1nc(SCc2ccc(Cl)cc2)c2ncn(C3OC(CO)C(O)C3O)c2n1 (stereo not drawn)
[6] NC1N=C(Nc2ccc(Cl)cc2)N=CC(c2cc3cc(Br)ccc3oc2=O)=N1 (stereo not drawn)
[7] Cn1cc(-c2nnc(-c3cn(C)c4ncc(Br)cc34)s2)c2cc(Br)ccc21
[8] Nc1ncc(-c2ccc3ncnc(N4CCc5cc(F)c(Cl)cc54)c3c2)cc1C=O
assay / entry	1	2	3	4	5	6	7	8
U251	93	/	101	72	100	90	85	49
DU-145	95	127	106	61	109	111	95	10
PC-3	70	103	87	38	97	87	90	20
SF-539	81	91	94	58	96	98	81	12
SN12C	91	107	98	80	99	98	95	13
786-0	78	104	110	49	101	97	93	8.6*
SF-295	89	95	102	91	98	100	103	6.9*
TK-10	55	118	137	92	95	122	108	-6.7*
UO-31	65	92	81	52	98	86	80	0.3*

Some of these compounds in order of molar mass, descending:
[1] O=C(OCC1OC(n2cnc3c(=S)nc[nH]c32)C(OC(=O)c2ccc(Cl)cc2)C1OC(=O)c1ccc(Cl)cc1)c1ccc(Cl)cc1 (stereo not drawn)
[7] Cn1cc(-c2nnc(-c3cn(C)c4ncc(Br)cc34)s2)c2cc(Br)ccc21
[6] NC1N=C(Nc2ccc(Cl)cc2)N=CC(c2cc3cc(Br)ccc3oc2=O)=N1 (stereo not drawn)
[8] Nc1ncc(-c2ccc3ncnc(N4CCc5cc(F)c(Cl)cc54)c3c2)cc1C=O
[3] O=C1Nc2cc(Cl)ccc2/C1=C/c1ccc(OCc2ccc(Cl)cc2)cc1
[2] COc1ccc(C(=O)C(C)C(C)OC(=O)c2ccccc2C(=O)O)cc1 (stereo not drawn)
assay / entry	1	7	6	8	3	2
U251	93	85	90	49	101	/
DU-145	95	95	111	10	106	127
PC-3	70	90	87	20	87	103
SF-539	81	81	98	12	94	91
SN12C	91	95	98	13	98	107
786-0	78	93	97	8.6*	110	104
SF-295	89	103	100	6.9*	102	95
TK-10	55	108	122	-6.7*	137	118
UO-31	65	80	86	0.3*	81	92

Later entries:
[9] CCC(CC)C(=O)OCCOc1ccccc1
[10] O=Cc1ccc([N+](=O)[O-])o1
[11] CC1=C(N2CCOCC2)C(N2CCOCC2)=C(C)C(=O)C1=O
[12] COc1ccc(C(=O)C/C(=C/c2ccc(-c3ccc(Cl)cc3)o2)C(=O)NCc2ccccc2)cc1
[13] N#CCCC(CCC#N)c1ccccc1
[14] COc1ccc(C2=NN(C(=O)c3ccc(S(C)(=O)=O)cc3)C(c3ccc(OC)cc3)C2)cc1 (stereo not drawn)
[15] Nn1c(SCC(=O)Nc2cc(Cl)c(Cl)cc2Cl)nnc1-c1cc(F)c(Cl)cc1Cl
[16] COc1ccc(NC(=O)c2sc3nc4c(cc3c2N)CN(Cc2ccccc2)CC4)cc1
assay / entry	9	10	11	12	13	14	15	16
U251	95	104	101	86	97	99	114	91
DU-145	101	103&109	108	111	119	98	113	55
PC-3	76	101&96	104	76	102	101	98	75
SF-539	97	108&97	103	97	105	104	108	97
SN12C	100	104&100	110	87	91	106	151	99
786-0	95	103&98	102	86	101	94	98	105
SF-295	102	105&96	97	100	/	94	109	94
TK-10	/	108&110	99	96	111	94	123	109
UO-31	98	89&77	84	73	110	84	65	89

[17] CCN(CC)CCCNc1ncnc(NCCCN(CC)CC)n1
[18] CNC(=O)c1cc(Oc2ccc3nc(NC(=O)NCCCO)sc3c2)ccn1
[19] Brc1ccc(Nc2csc(Nc3cnccn3)n2)cc1
[20] COc1cc(C2C=C(c3ccccc3)Nc3nc(SC)[nH]c(=O)c32)ccc1Oc1ccnc2cc(Cl)ccc12 (stereo not drawn)
[21] CC1(C)CC(=O)C2=C(C1)N(c1ccc(OC(F)(F)F)cc1)C(N)=C(C#N)C2c1ccc(Cl)cc1 (stereo not drawn)
[22] COc1ccc(-n2c(-c3ccc(C)cc3)cnc2SCC(=O)Nc2ccc(-c3nc4ccccc4s3)cc2)cc1
[23] Cc1cc(O)c(C(C)C)cc1NC(=O)Nc1ccc([N+](=O)[O-])cc1
[24] COc1ccc2c(c1)c(-c1nonc1-c1cn(C3O[C@H](COC(C)=O)[C@@H](OC(C)=O)[C@H](OC(C)=O)[C@H]3OC(C)=O)c3ccc(OC)cc13)cn2C1O[C@H](COC(C)=O)[C@@H](OC(C)=O)[C@H](OC(C)=O)[C@H]1OC(C)=O (stereo partly drawn)
assay / entry	17	18	19	20	21	22	23	24
U251	91	93	99	92	56	108	95&101	96
DU-145	106	104	97	92	91	111	103&110	113
PC-3	76	102	94	69	77	99	87&86	78
SF-539	105	106	101	96	82	109	116&107	102
SN12C	102	102	101	78	80	103	98&111	98
786-0	96	/	98	95	79	109	103&114	100
SF-295	105	120	99	71	82	106	109&104	97
TK-10	/	112	102	109	90	108	93&100	107
UO-31	95	96	72	62	90	96	86&73	72

[25] Cn1c(O)c(/C=C2\C=c3ccccc3=N\C2=N\c2nc3ccccc3s2)c(=O)n(C)c1=O
[26] O=S(=O)(NCCCNc1nccc(-c2c(-c3ccc(F)cc3)nc3sccn23)n1)c1ccccc1
[27] CCCCCCOC(=O)c1cccnc1
[28] NC1=CSC2=N/C(=C\c3ccc(Cl)cc3)C(=O)N12
[29] COc1cc2nc(SCC(=O)NC3CCCCC3)n(-c3ccc(S(=O)(=O)Nc4ccc(Cl)nn4)cc3)c(=O)c2cc1OC
[30] O=C(CNc1nc(-c2ccccc2)cs1)Nc1ccccc1
[31] Cc1sc2c(c1C)c(=O)nc1c(-c3nc(-c4ccc(Cl)cc4)no3)n[nH]n12
[32] Cc1ccc(C(C)C)c(NC(=S)N/N=C/c2ccccc2O)c1
assay / entry	25	26	27	28	29	30	31	32
U251	99	71	101	/	106	-85*	106	105
DU-145	110	74	119	78	109	14	112	97
PC-3	104	61	105	81	102	12	100	89
SF-539	93	97	111	90	96	-94*	95	101
SN12C	91	61	95	77	100	-47*	98	97
786-0	106	84	104	81	107	-25*	103	105
SF-295	99	63	95	/	108	-1.9*	97	102
TK-10	119	102	109	73	111	-79*	124	110
UO-31	63	48	96	58	88	18	91	64

[33] COC(=O)C1(CC(=O)c2c(C)[nH]c3ccccc23)NC(=S)NC(=O)C1C#N (stereo not drawn)
[34] CCOC(=O)C(CCC(=O)OC)C(=O)OCC
[35] CC(=O)c1cc(Nc2cc(C)nc(N)n2)cc(C(C)=O)c1
[36] Cc1c(Cl)c(S(N)(=O)=O)cc2c1NC(c1ccccc1)=NS2(=O)=O
[37] O=C(c1c[nH]c2ccccc12)c1n[nH]c(=S)n1C1CCCCC1
[38] O=C1/C(=C/c2ccc(Cl)cc2)SC(=S)N1C1c2ccccc2Oc2ccccc21
[39] COc1ccc(/C(C#N)=C2\OC(=O)c3ccccc32)cc1OC
[40] CCOC(=O)C1=C(N)N(c2ccc(Cl)cc2)C2=C(C(=O)CC(C)(C)C2)C1c1ccccn1 (stereo not drawn)
assay / entry	33	34	35	36	37	38	39	40
U251	110	98	101	103	96	84	96	95
DU-145	120	105	91	111	105	105	116	103
PC-3	88	100	107	97	94	84	100	81
SF-539	100	103	91	101	109	90	99	104
SN12C	97	97	94	102	101	/	108	91
786-0	124	/	95	112	103	84	109	95
SF-295	100	104	114	100	99	90	114	94
TK-10	103	100	95	116	123	87	96	111
UO-31	73	/	93	90	89	66	88	77

[41] COc1ccc(C2C(C#N)=C(/N=C/c3ccc(Cl)cc3)Oc3c2sc2c(C)cccc32)cc1 (stereo not drawn)
[42] COc1nccc2cc3c(=O)n4c(cc5ccncc54)c(=O)n3c12
[43] Nc1ncnc2c1ncn2C1OC(CO)C2OC21 (stereo not drawn)
[44] CC1(c2ccc(OC(F)F)cc2)NC(=O)N(CC(=O)NCc2ccc3c(c2)OCO3)C1=O (stereo not drawn)
[45] CCCn1c(=S)[nH]c2ccccc2c1=O
[46] CC(=O)OC[C@@]1(C)[C@H]2CCC3(CO3)[C@@H](C/C=C3/C(=O)OC[C@H]3OC(C)=O)[C@]2(C)CC[C@H]1OC(C)=O (stereo partly drawn)
[47] Nc1nc2cc(Cl)ccc2s1
[48] C=CCn1c(SCC(=O)Nc2ccc(OC)cc2)nnc1-c1cc(-c2ccc(OC)cc2)nc2ccccc12
assay / entry	41	42	43	44	45	46	47	48
U251	14	107	96	93	104	98	101	99
DU-145	26	116	113	122	98	91	130	107
PC-3	19	86	96	97	108	80	96	97
SF-539	1.3*	106	110	97	107	82	106	96
SN12C	42	96	96	101	109	94	111	90
786-0	39	101	108	95	99	105	108	103
SF-295	8.8*	103	106	121	105	100	104	102
TK-10	77	104	99	106	114	111	/	111
UO-31	37	54	100	76	97	86	94	79

[49] N#Cc1c(N)nc2c3c(N)n4c(nc3nn2c1=Nc1ccc(Cl)cc1)sc1cc([N+](=O)[O-])ccc14
[50] CC(c1ccccc1)N1C(=O)C(C2SC(=S)N(C(C)c3ccccc3)C2=O)SC1=S (stereo not drawn)
[51] O=C(CCCCCCC(=O)Nc1cccnc1)NO
[52] C=C1CC[C@@H]2[C@](C)(COC(C)=O)[C@H](OC(C)=O)CC[C@@]2(C)[C@@H]1CC(NC1CCCC1)C1=CCOC1=O (stereo partly drawn)
[53] CC(=O)Nc1ccc(/C=C/C(=O)c2ccccc2)cc1
[54] COc1ccc(/C(=C\c2cc(OC)c(OC)c(OC)c2)C(=O)Nc2nc3ccc(Cl)cc3s2)cc1
[55] O=C1/C(=C/c2ccco2)SC(=S)N1CC(=S)C1C=CS(=O)(=O)C1 (stereo not drawn)
assay / entry	49	50	51	52	53	54	55
U251	98	85	42	75	75	91	86
DU-145	112	95	40	92	87	93	103
PC-3	94	85	26	45	67	87	91
SF-539	96	51	50	89	97	100	100
SN12C	101	86	71	78	88	97	90
786-0	98	96	70	93	98	91	96
SF-295	99	99	74	90	106	/	104
TK-10	121	106	41	87	110	92	110
UO-31	78	67	30	56	71	76	89
